Screens as filed in PubChem.
FXIa inh = factor XIa (human) inhibition | P03951 | purified FXIa, Boc-Glu-Ala-Arg-AMC fluorogenic substrate | inhibition, % at 5 µM | 220,000 compounds, 0.14% hits;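 active means inhibition of at least 40%; inactive means inhibition below 40%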;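 further: fluorescence of freed AMC excited at 355 nm; 0% = enzyme without compound and 100% = no enzyme blank; many of its hits are not listed in these tables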
Runt-SMMHC FRET = inhibitors of human RUNX1 Runt domain binding to CBFb-SMMHC; Q01196+Q13951; Cerulean-Runt/Venus-CBFb-SMMHC FRET ratio 530/480, 1 h; inhibition, % at 20 µM; 220,000 compounds, 0.74% hits;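 active means mean inhibition across duplicate retests at 20 µM reaching about 50%, limit read from the data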;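 further: 0% = DMSO wells and 100% = wells with excess untagged CBFb-SMMHC; inhibitors lower the FRET ratio by blocking Runt binding to CBFb-SMMHC; some results filed as inactive read as strong as hits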
Thrombin inh = thrombin (human) inhibition; alpha-thrombin, Boc-VPR-AMC fluorogenic substrate cleavage; P00734; AID 1046; inhibition, % at 5 µM; 220,000 compounds, 0.26% hits;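 active means inhibition at or above 40%; inactive means inhibition below 40%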;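 further: 0% = enzyme with no compound and 100% = wells without enzyme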
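Test system: human alpha-thrombin; medium: pH 7.5 Tris-saline with Tween 20; times: reaction at room temperature; signal: AMC fluorescence at 355 nm excitation and 460 nm emission; also added: Boc-VPR-AMC substrate, 15 µM final; dosing: one concentration per compound, 5 µM, with 0.2% DMSO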
FXIIa inh = inhibitors of human coagulation factor XIIa; P00748; AID 800; inhibition, % at 5 µM; purified FXIIa, Boc-QGR-AMC fluorogenic substrate, 2 h; 220,000 compounds, 0.3% hits; in the data active means inhibition above about 40%;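 further: 0% = enzyme with no compound and 100% = blank without enzyme; many of its hits are not listed in these tables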
Target sequence (P00748 20-372 limits assumed): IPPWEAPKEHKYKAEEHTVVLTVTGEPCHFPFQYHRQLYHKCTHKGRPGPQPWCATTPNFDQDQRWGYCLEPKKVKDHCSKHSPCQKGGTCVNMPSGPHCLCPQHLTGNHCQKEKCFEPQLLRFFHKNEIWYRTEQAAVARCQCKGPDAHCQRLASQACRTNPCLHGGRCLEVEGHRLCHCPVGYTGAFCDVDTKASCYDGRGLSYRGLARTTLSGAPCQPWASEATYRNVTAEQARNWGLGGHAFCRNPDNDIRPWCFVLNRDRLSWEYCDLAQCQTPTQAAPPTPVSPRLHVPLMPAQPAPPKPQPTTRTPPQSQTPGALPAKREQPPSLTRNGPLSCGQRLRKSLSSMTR
Target sequence (P00748 373-615 limits assumed): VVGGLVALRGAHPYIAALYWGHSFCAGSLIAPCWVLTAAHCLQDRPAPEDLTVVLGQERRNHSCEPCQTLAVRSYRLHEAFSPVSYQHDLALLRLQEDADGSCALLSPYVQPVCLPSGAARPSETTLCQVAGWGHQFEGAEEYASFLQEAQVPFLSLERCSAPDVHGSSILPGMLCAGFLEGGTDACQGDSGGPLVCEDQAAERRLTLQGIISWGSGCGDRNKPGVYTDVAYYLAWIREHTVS
KLK5 inh = inhibitors of human kallikrein 5 | Q9Y337 | 210,000 compounds, 0.59% hits | inhibition, % at 5 µM | recombinant hK5, fluorogenic AMC substrate cleavage;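 active means inhibition of 40% or more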;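 further: 0% = enzyme controls without compound and 100% = no-enzyme blanks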
Target sequence (Q9Y337 67-293 limits assumed): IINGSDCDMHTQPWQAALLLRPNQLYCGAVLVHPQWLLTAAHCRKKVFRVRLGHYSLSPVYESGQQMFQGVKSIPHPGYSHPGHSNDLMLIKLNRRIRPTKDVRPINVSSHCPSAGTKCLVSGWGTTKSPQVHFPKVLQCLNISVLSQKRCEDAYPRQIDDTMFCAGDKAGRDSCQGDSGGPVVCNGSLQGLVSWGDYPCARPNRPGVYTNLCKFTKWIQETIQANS
14-3-3 Bad PPI = disrupts binding of bovine 14-3-3 zeta to phospho-Bad peptide; P63103; TR-FRET 14-3-3zeta/Dy647-pBad peptide displacement, 1 h; inhibition, % at 21.7 µM; 220,000 compounds, 0.71% hits; AID 781;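 active means inhibition above about 70%, limit read from the data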;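 further: 0% = full 14-3-3 plus peptide FRET controls and 100% = background without 14-3-3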
Target sequence (P63103 whole entry, looked up): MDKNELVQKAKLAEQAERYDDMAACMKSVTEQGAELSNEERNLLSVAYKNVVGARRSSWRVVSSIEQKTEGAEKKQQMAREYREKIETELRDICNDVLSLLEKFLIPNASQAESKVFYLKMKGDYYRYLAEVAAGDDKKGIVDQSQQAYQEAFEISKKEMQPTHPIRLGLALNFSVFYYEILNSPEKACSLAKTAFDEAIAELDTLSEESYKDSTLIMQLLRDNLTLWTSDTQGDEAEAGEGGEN
Wee1 degr inh = inhibitors of human Wee1 degradation; reporter increase, % at 5 µM; 220,000 compounds, 1.2% hits; P30291; HeLa Luc-Wee1K328M stability, luciferase luminescence; 100% = proteasome inhibitor MG132 effect;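 active means activation above the mean of all tested compounds plus 3 SD, set per screening run, cut at about 8.8% in these data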;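 further: cells exposed to compound for 20 h before luminescence read; 0% = DMSO alone and 100% = MG132 at 30 µM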
Hck Nef HTS = inhibitors of human Hck kinase activated by Nef; 220,000 compounds, 0.68% hits; AID 463187; Recombinant Hck-YEEI plus Nef, Z-Lyte FRET kinase assay; inhibition, % at 20 µM; P08631;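 active means Hck-Nef kinase inhibition above about 50%, limit read from the data; inactive means inhibition below that limit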;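 further: 0% = DMSO with Hck plus Nef and 100% = Hck alone without Nef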
Runt-CBFb FRET = blocks binding of human RUNX1 Runt domain to CBFb; Cerulean-Runt/Venus-CBFb FRET ratio 530/480, 1 h; inhibition, % at 20 µM; 220,000 compounds, 0.46% hits; AID 1496;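 active means inhibition over about 50% at 20 µM in the single-dose screen, limit read from the data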;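 further: 0% = DMSO wells and 100% = excess unlabeled CBFb competitor control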
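Reagent – Venus-CBFb binding partner, 100 nM · Assay system – Cerulean-tagged RUNX1 Runt domain (FRET donor) fusion protein · Input – 100 nM per protein · Incubation – two 1 h room-temperature incubations shielded from light · Measured by – FRET fluorescence · Medium – Tris buffer pH 7.5 with salts and BSA · Benchmarks – unlabeled CBFb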
* = called active by the depositor; [ ] = remark or other dose. No enrichment for hits; about 4.2% have a hit in one of these screens.

Start of the listing, in advance (six entries):
Screening CC(=O)Oc1ccc2ccccc2c1C(NC(=O)Cc1ccccc1)c1ccccc1Cl (centres undefined) returned FXIa inh 2, Runt-SMMHC FRET 4, Thrombin inh -7, FXIIa inh 10, KLK5 inh 17, 14-3-3 Bad PPI -1, Wee1 degr inh 0, Hck Nef HTS -1 and Runt-CBFb FRET -4.
`COc1ccc(-n2c(SCC(=O)Nc3ccc4c(c3)OCO4)nc3c(c2=O)SCC3)cc1` gave FXIa inh 2, Runt-SMMHC FRET -2, Thrombin inh -3, FXIIa inh 9, KLK5 inh 7, 14-3-3 Bad PPI 1, Wee1 degr inh 0, Hck Nef HTS 7 and Runt-CBFb FRET 2.
Screening NC(=O)C1CCN(C(=O)CCSc2ccc(Cl)cc2)CC1 returned FXIa inh 0, Runt-SMMHC FRET 2, Thrombin inh -2, FXIIa inh 10, KLK5 inh 11, 14-3-3 Bad PPI -7, Wee1 degr inh -3, Hck Nef HTS 23 and Runt-CBFb FRET 1.
For CC1(C)CC(c2nc(-c3ccc(Cl)cc3)cs2)CCS1 (centres undefined) the results were FXIa inh 2, Runt-SMMHC FRET -3, Thrombin inh -7, FXIIa inh 4, KLK5 inh -17, 14-3-3 Bad PPI -6[fluorescence artefact?], Wee1 degr inh -1, Hck Nef HTS 0 and Runt-CBFb FRET 3.
For O=C(CSc1nc2ccc(Cl)cc2[nH]1)NCCc1ccc(Cl)cc1 the results were FXIa inh 9, Runt-SMMHC FRET -2, Thrombin inh 0, FXIIa inh 18, KLK5 inh -14, 14-3-3 Bad PPI 3, Wee1 degr inh 1, Hck Nef HTS 3 and Runt-CBFb FRET -1.
CCN(CC)C(=O)C1CC(=O)OC12CCCCC2 (centres undefined) was read as FXIa inh 1, Runt-SMMHC FRET 1, Thrombin inh -6, FXIIa inh 9, KLK5 inh -11, 14-3-3 Bad PPI -9, Wee1 degr inh -3, Hck Nef HTS 2 and Runt-CBFb FRET 0.

The whole of this part (from the top)
Screening CC(=O)Oc1ccc2ccccc2c1C(NC(=O)Cc1ccccc1)c1ccccc1Cl (centres undefined) returned FXIa inh 2, Runt-SMMHC FRET 4, Thrombin inh -7, FXIIa inh 10, KLK5 inh 17, 14-3-3 Bad PPI -1, Wee1 degr inh 0, Hck Nef HTS -1 and Runt-CBFb FRET -4.
`COc1ccc(-n2c(SCC(=O)Nc3ccc4c(c3)OCO4)nc3c(c2=O)SCC3)cc1` gave FXIa inh 2, Runt-SMMHC FRET -2, Thrombin inh -3, FXIIa inh 9, KLK5 inh 7, 14-3-3 Bad PPI 1, Wee1 degr inh 0, Hck Nef HTS 7 and Runt-CBFb FRET 2.
Screening NC(=O)C1CCN(C(=O)CCSc2ccc(Cl)cc2)CC1 returned FXIa inh 0, Runt-SMMHC FRET 2, Thrombin inh -2, FXIIa inh 10, KLK5 inh 11, 14-3-3 Bad PPI -7, Wee1 degr inh -3, Hck Nef HTS 23 and Runt-CBFb FRET 1.
For CC1(C)CC(c2nc(-c3ccc(Cl)cc3)cs2)CCS1 (centres undefined) the results were FXIa inh 2, Runt-SMMHC FRET -3, Thrombin inh -7, FXIIa inh 4, KLK5 inh -17, 14-3-3 Bad PPI -6[fluorescence artefact?], Wee1 degr inh -1, Hck Nef HTS 0 and Runt-CBFb FRET 3.
For O=C(CSc1nc2ccc(Cl)cc2[nH]1)NCCc1ccc(Cl)cc1 the results were FXIa inh 9, Runt-SMMHC FRET -2, Thrombin inh 0, FXIIa inh 18, KLK5 inh -14, 14-3-3 Bad PPI 3, Wee1 degr inh 1, Hck Nef HTS 3 and Runt-CBFb FRET -1.
CCN(CC)C(=O)C1CC(=O)OC12CCCCC2 (centres undefined) was read as FXIa inh 1, Runt-SMMHC FRET 1, Thrombin inh -6, FXIIa inh 9, KLK5 inh -11, 14-3-3 Bad PPI -9, Wee1 degr inh -3, Hck Nef HTS 2 and Runt-CBFb FRET 0.
`COc1cc2c(cc1OC)C(c1ccccc1N)=NCC2` gave FXIa inh 5, Runt-SMMHC FRET -12, Thrombin inh -1, FXIIa inh 8, KLK5 inh 2, 14-3-3 Bad PPI -8, Wee1 degr inh 1, Hck Nef HTS 11 and Runt-CBFb FRET 0.
CCN(CC)c1c([N+](=O)[O-])c(=O)n(C)c2ccccc12 was read as FXIa inh -4, Runt-SMMHC FRET -2, Thrombin inh 3, FXIIa inh 4, KLK5 inh 0, 14-3-3 Bad PPI -19, Wee1 degr inh 4, Hck Nef HTS 37 and Runt-CBFb FRET 4.
Screening COC(=O)Cc1ccc(N(Cc2ccccc2F)S(=O)(=O)c2ccc(Cl)cc2)cc1 returned FXIa inh -2, Runt-SMMHC FRET 2, Thrombin inh 0, FXIIa inh 7, KLK5 inh -9, 14-3-3 Bad PPI 2[fluorescence artefact?], Wee1 degr inh 4, Hck Nef HTS -2 and Runt-CBFb FRET -2.
For CC(NC(=O)C1CC=CCC1C(=O)O)C1CC2CCC1C2 (centres undefined) the results were FXIa inh -2, Runt-SMMHC FRET 6, Thrombin inh 1, FXIIa inh 3, KLK5 inh -8, 14-3-3 Bad PPI -10, Wee1 degr inh 1, Hck Nef HTS 0 and Runt-CBFb FRET 0.
`Cc1ccc(CNC(=O)CCCOc2cc(=O)n(C)c3ccccc23)o1` gave FXIa inh -3, Runt-SMMHC FRET -1, Thrombin inh -4, FXIIa inh 3, KLK5 inh -14, 14-3-3 Bad PPI 6[fluorescence artefact?], Wee1 degr inh 2, Hck Nef HTS 7 and Runt-CBFb FRET 2.
`Cc1nc(-c2ccccc2)nc2[nH]ccc(=O)c12` gave FXIa inh -7, Runt-SMMHC FRET -1, Thrombin inh -6, FXIIa inh 6, KLK5 inh -5, 14-3-3 Bad PPI 6, Wee1 degr inh 4, Hck Nef HTS 4 and Runt-CBFb FRET 1.
Screening COc1cccc2cc(-c3nnc(-c4ccccc4)o3)c(=O)oc12 returned FXIa inh 4, Thrombin inh -9, FXIIa inh 13, KLK5 inh 3, 14-3-3 Bad PPI 60, Wee1 degr inh 2 and Hck Nef HTS 27.
For COc1ccc(NC(=S)NNC(=O)c2ccccc2OC(F)F)cc1 the results were FXIa inh -6, Runt-SMMHC FRET -4, Thrombin inh -7, FXIIa inh -17, KLK5 inh -341, 14-3-3 Bad PPI -14[fluorescence artefact?], Wee1 degr inh 0, Hck Nef HTS 3 and Runt-CBFb FRET 5.
O=S(=O)(N/N=C/c1cccnc1)c1ccc(Cl)c(Cl)c1 was read as FXIa inh -3, Runt-SMMHC FRET -3, Thrombin inh 0, FXIIa inh 6, KLK5 inh 2, 14-3-3 Bad PPI -3, Wee1 degr inh -1, Hck Nef HTS 0 and Runt-CBFb FRET 10.
For CCn1c(SCC(=O)N2CCCC2)nc2c1c(=O)n(C)c(=O)n2C the results were FXIa inh 5, Runt-SMMHC FRET 2, Thrombin inh -10, FXIIa inh 20, KLK5 inh -20, 14-3-3 Bad PPI -14, Wee1 degr inh -1, Hck Nef HTS -3 and Runt-CBFb FRET 1.
`COc1cccc(CNC(C)C(=O)Nc2ccc3c(c2)OCCO3)c1` (centres undefined) gave FXIa inh 0, Runt-SMMHC FRET 2, Thrombin inh 4, FXIIa inh 7, KLK5 inh -11, 14-3-3 Bad PPI 25, Wee1 degr inh 4, Hck Nef HTS -8 and Runt-CBFb FRET -1.
Nc1ccccc1C(=O)N/N=C1\C2CN3CCN(C2)CC1(c1ccccc1)C3 was read as FXIa inh 6, Runt-SMMHC FRET 0, Thrombin inh 4, FXIIa inh 12, KLK5 inh 1, 14-3-3 Bad PPI -23, Wee1 degr inh 3, Hck Nef HTS 4 and Runt-CBFb FRET -1.
Screening Cc1ccc(SCCN2C(=O)NC(C)(C)C2=O)cc1 returned FXIa inh 0, Runt-SMMHC FRET 0, Thrombin inh 2, FXIIa inh 4, KLK5 inh -1, 14-3-3 Bad PPI 7, Wee1 degr inh 3, Hck Nef HTS 5 and Runt-CBFb FRET 0.
C/C(=N\Nc1cccc(C(F)(F)F)c1)c1ccc(O)cc1 was read as FXIa inh -5, Runt-SMMHC FRET 2, Thrombin inh -6, KLK5 inh -4, 14-3-3 Bad PPI -6, Wee1 degr inh 1, Hck Nef HTS -2 and Runt-CBFb FRET 1.
`COC(=O)NNC(=O)COc1ccc2ccccc2c1Br` gave FXIa inh -6, Runt-SMMHC FRET 5, Thrombin inh -10, FXIIa inh 1, KLK5 inh -12, 14-3-3 Bad PPI 1[fluorescence artefact?], Wee1 degr inh 3, Hck Nef HTS 0 and Runt-CBFb FRET 0.
CCOC(=O)c1ccccc1NC(=O)c1ccc(F)cc1 was read as FXIa inh -8, Runt-SMMHC FRET -2, Thrombin inh 0, FXIIa inh 8, KLK5 inh -10, 14-3-3 Bad PPI 16, Wee1 degr inh 4, Hck Nef HTS 4 and Runt-CBFb FRET -1.
`CC1CCN(S(=O)(=O)c2cccc(-c3nnc(-c4cccnc4)o3)c2)CC1` gave FXIa inh -13, Runt-SMMHC FRET 0, Thrombin inh 6, FXIIa inh 3, KLK5 inh -22, 14-3-3 Bad PPI -5, Wee1 degr inh 0, Hck Nef HTS 6 and Runt-CBFb FRET -2.
Cn1c(NCc2c[nH]c3ccccc23)nc2ccccc21 was read as FXIa inh -3, Runt-SMMHC FRET 3, Thrombin inh -10, FXIIa inh 6, KLK5 inh -25, 14-3-3 Bad PPI -1[fluorescence artefact?], Wee1 degr inh 2, Hck Nef HTS 2 and Runt-CBFb FRET -1.
For O=C(Cn1ncc2c1-c1ccccc1OC2)N1CCN(Cc2ccccc2)CC1 the results were FXIa inh 0, Runt-SMMHC FRET 0, Thrombin inh -5, FXIIa inh 7, KLK5 inh 0, 14-3-3 Bad PPI 0, Wee1 degr inh -3, Hck Nef HTS -6 and Runt-CBFb FRET 2.
Screening Cc1nn(-c2ccccc2)cc1/C=N/NS(=O)(=O)c1ccccc1 returned FXIa inh 6, Runt-SMMHC FRET 0, Thrombin inh -6, FXIIa inh 13, KLK5 inh 4, 14-3-3 Bad PPI 9, Wee1 degr inh -1, Hck Nef HTS 1 and Runt-CBFb FRET -2.
Screening CCOC(=O)C(O)(CC(=O)Nc1ccc(Cl)cc1Cl)C(F)(F)F (centres undefined) returned FXIa inh 3, Runt-SMMHC FRET -1, Thrombin inh -2, FXIIa inh 10, KLK5 inh -8, 14-3-3 Bad PPI -5, Wee1 degr inh -1, Hck Nef HTS 1 and Runt-CBFb FRET -3.
Screening CC(C)C(=O)Nc1ccc(C(=O)NNC(=O)c2ccco2)cc1 returned FXIa inh -7, Runt-SMMHC FRET -6, Thrombin inh -6, FXIIa inh 4, KLK5 inh -2, 14-3-3 Bad PPI -2, Wee1 degr inh 2, Hck Nef HTS -1 and Runt-CBFb FRET 1.
For CCCCOC(=O)c1ccc(NC(=O)c2nn(C)cc2Br)cc1 the results were FXIa inh 5, Runt-SMMHC FRET -3, Thrombin inh 4, FXIIa inh 7, KLK5 inh 2, 14-3-3 Bad PPI -11, Wee1 degr inh 0, Hck Nef HTS 6 and Runt-CBFb FRET -7.
